GPT2 inhibitor = inhibitors of human GPT2 alanine aminotransferase; Q8TD30; Recombinant GPT2, coupled pyruvate oxidase/HRP Amplex Red fluorescence; Potency, µM (top dose mostly 57.7 µM), without a hit: at the top dose activity change, negative = inhibition, most hits filed as inhibitors; actives 0.25% (n = 100,000); note: potency is the fitted concentration of half-maximal effect; nearly all actives have a fitted effect of over 60% in size; many of its hits are not listed in these tables
Target sequence (Q8TD30 whole entry, looked up): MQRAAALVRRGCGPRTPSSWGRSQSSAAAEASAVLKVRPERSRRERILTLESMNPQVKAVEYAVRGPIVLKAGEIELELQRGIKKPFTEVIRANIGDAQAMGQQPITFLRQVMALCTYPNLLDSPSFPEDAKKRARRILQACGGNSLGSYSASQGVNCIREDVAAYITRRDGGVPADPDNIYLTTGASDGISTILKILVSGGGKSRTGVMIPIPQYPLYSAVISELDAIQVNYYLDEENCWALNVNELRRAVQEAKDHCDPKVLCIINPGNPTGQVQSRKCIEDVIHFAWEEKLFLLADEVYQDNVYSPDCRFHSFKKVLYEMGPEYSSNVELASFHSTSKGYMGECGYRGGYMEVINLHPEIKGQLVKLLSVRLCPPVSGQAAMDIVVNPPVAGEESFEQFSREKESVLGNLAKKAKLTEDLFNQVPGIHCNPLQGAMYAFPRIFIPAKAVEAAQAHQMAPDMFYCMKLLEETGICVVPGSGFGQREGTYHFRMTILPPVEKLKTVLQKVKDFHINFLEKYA
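Fluorescence read-out: pyruvate from GPT2 turnover coupled to pyruvate oxidase, HRP and Amplex Red (0.2mM ThPP, 0.2U/mL PO and HRP, 50uM Amplex final). Substrates 250uM a-KG, 2mM L-alanine; enzyme 10ng/uL; 30 min RT.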
SNCA viab count = cell viability loss counter-screen; HEK-293-SNCA-luc viability, GF-AFC fluorescence, 24 h; Potency, µM (doses to about 57.1 µM), inactives show top-dose activity change, negative = cytotoxicity, most hits filed as cytotoxic; actives 0.12% (n = 150,000);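 note: potency is the fitted concentration of half-maximal effect; 0% = DMSO-treated cells and -100% = medium-only wells without cells; nearly all actives have a fitted effect of over 30% in size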
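HEK-293-SNCA-luc cells (1500/well) plated 24 h, then exposed 24 h to a dilution series; GF-AFC added 30 min at 37C, fluorescence 405/540 nm; normalised to medium-only and DMSO wells, Hill fit.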
HEK293 tox = HEK 293 cell cytotoxicity | AID 1345083 | actives 6.6% (n = 94,000) | HEK 293 viability, ATP luminescence (CellTiter-Glo), 48-72 h | Potency, µM (series often up to 115 µM), without a hit: top-dose activity change, negative = cytotoxicity, most hits filed as inhibitors; note: potency is the fitted concentration of half-maximal effect; nearly all actives have a fitted effect of over 60% in size
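Cells seeded first (HEK 293, 250 cells/well), then compound added by pintool. Incubation ran 48 or 72 hr at 37 degree Celsius. CellTiter-Glo was added and luminescence imaged after 10 min at room temperature.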
FLuc inh = blocks purified firefly luciferase enzyme activity. Potency, µM (doses to about 115 µM), without a hit: at the top dose activity change, negative = inhibition, hits mostly inhibitors. P08659. purified P. pyralis luciferase, luminescence, biochemical. AID 1347043. actives 2.5% (n = 76,000); note: potency is the fitted concentration of half-maximal effect; nearly all actives have a fitted effect of over 65% in size
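Purified 10nM P. pyralis luciferase with 10uM D-luciferin and 10uM ATP in 50mM Tris acetate pH 7.5, 10mM Mg acetate, 0.01% Tween-20, 0.05% BSA. qHTS titration; luminescence read by CCD imager.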
IP6K1 inhibitor = inhibitors of human IP6K1; Q92551; IP6K1 kinase, ADP-Glo luminescence, 2 h; hits give low values; activity change, % (series mostly up to about 58 µM); actives 0.81% (n = 140,000); AID 1645851; in the data active = activity change below about -25%
Target sequence (Q92551 whole entry, looked up): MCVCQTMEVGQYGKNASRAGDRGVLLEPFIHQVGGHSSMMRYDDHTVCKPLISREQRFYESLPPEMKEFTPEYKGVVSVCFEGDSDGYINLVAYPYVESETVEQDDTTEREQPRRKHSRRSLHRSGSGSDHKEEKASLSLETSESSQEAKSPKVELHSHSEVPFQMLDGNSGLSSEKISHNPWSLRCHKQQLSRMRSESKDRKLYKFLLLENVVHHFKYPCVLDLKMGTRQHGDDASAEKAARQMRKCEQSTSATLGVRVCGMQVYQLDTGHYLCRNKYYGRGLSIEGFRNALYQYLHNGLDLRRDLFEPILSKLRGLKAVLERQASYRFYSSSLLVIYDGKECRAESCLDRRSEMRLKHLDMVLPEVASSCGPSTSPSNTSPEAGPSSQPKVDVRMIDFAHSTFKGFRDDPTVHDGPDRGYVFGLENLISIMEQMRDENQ
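ADP-Glo luminescence measures ADP made by human IP6K1 during a 2 h RT reaction with ATP/IP6 (mix at 1.3 mM/130 uM); top library doses 57.5 and 19.1 uM final.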
SNCA expr inhib = SNCA gene expression inhibition. Potency, µM (titrated, usually from 57.2 µM), inactives show at the highest dose activity change, negative = inhibition, hits mostly inhibitors. HEK-293 SNCA-luciferase knock-in, luminescence, 24 h. actives 0.17% (n = 140,000);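 note: potency is the fitted concentration of half-maximal effect; plate controls were DMSO cells for no effect and cell-free wells for full effect; nearly all actives have a fitted effect of over 45% in size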
3T3 cytotox = NIH 3T3 cell cytotoxicity; NIH 3T3 viability, CellTiter-Glo ATP luminescence, 48-72 h; Potency, µM (titrated, usually from 96.7 µM), for inactives: at the highest dose activity change, negative = cytotoxicity, hits mostly inhibitors; actives 4.3% (n = 94,000); note: potency is the fitted concentration of half-maximal effect; nearly all actives have a fitted effect of over 55% in size
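Cytotoxicity is measured as loss of cellular ATP: NIH 3T3 cells (400/well) are exposed to compound for 48 or 72 hr at 37 °C, then CellTiter-Glo luminescence is imaged after 10 min at room temperature.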
Starred values were filed as active, the others as inactive; i = inactive; ? = inconclusive; . = not tested or not shown; [ ] = dose if it differs, or a comment. Unless noted, calls come from the whole dose curve; as a rule, active = well fitted curve in the direction sought with a large enough effect; inconclusive = small, poorly fitted or top-dose-only effect, or another doubt; inactive = no such curve, though single readings can be large; an effect the other way counts as inactive or inconclusive. Unless noted, % is set by controls: 0 for no effect and ±100 for the full control effect.

SMILES	GPT2 inhibitor	SNCA viab count	HEK293 tox	FLuc inh	IP6K1 inhibitor	SNCA expr inhib	3T3 cytotox
COCCCn1c(=O)c(C(=O)N2CCN(C(=O)N(C)C)CC2)nc2cccnc21	-1%	8%	2%	.	2	13%	1%
CCOC(=O)c1c(C)[nH]c(CCC(=O)Nc2cc(Cl)ccc2OC)c1C	.	16%	.	.	0	?	.
COc1ccc(CNC(=O)c2ccc3c(c2)N(Cc2ccccc2F)C(=O)c2ccccc2S3=O)cc1 (configuration not stated)	.	-4%	.	.	5	-23%	.
CN(C)CC(=O)N1Cc2ccccc2CC2(CCN(CC3CCOCC3)C2)C1 (configuration not stated)	5%	-6%	?	.	-19	-9%	i
COc1cc(NS(=O)(=O)c2cc3[nH]c(=O)[nH]c3cc2C)cc(OC)c1OC	.	-5%	.	.	1	-10%	.
CSc1nc2sc3c(c2c(=O)n1-c1ccccc1C)CCCC3	.	8%	.	.	13	-4%	.
CCOc1ccc(Nc2oc(-c3ccc(COc4ccc(OC)cc4)o3)nc2C#N)cc1	.	-29%	.	.	-18	-11%	.
Cc1cccc(CN2CC(Oc3cccc(C(=O)NCC4CC4)c3)C2)c1	i	-5%	-8%	2%	12	35%[activator]	-7%
O=C1C(OCC2CC2)C2(CCOCC2)N1C1CCNCC1 (configuration not stated)	i	6%	-1%	0%	-4	24%	-2%
COc1ccc(C(=O)Nc2ccc3c(c2)N(C)C(=O)c2ccccc2S3)cc1OC	.	?	.	.	-5	13%	.
CN(C1CCc2nn(CC3CC3)c(=O)n2CC1)S(=O)(=O)c1cccc(F)c1 (configuration not stated)	i	17%	-13%	.	-10	9%	-27%
CCc1noc(-c2cn(C3CCN(C(=O)c4ccc(OC)cc4)CC3)nn2)n1	i	-9%	-2%	2%	25	9%	1%
O=C(c1ccccn1)N1CCC2(CC1)NC(=O)N(Cc1ccc(Cl)cc1)C2=O	i	-4%	-6%	7%	7	-2%	-10%
Cc1ccc(C2NC(=O)N(CC(=O)NC3CCCC3)C3=C2C(=O)OC3)cc1 (configuration not stated)	i	13%	-21%	-1%	-5	-7%	-15%
CCn1c(C2CCCNC2)nn(CCn2ccc(C)n2)c1=O (configuration not stated)	2%	2%	i	7%	-15	-4%	1%
O=C1NC2(CCN(Cc3ccccc3)C2)COc2ccccc21 (configuration not stated)	-2%[88.5 µM]	9%[87.6 µM]	?	-5%[172 µM]	5	-5%[87.6 µM]	?
COc1cccc(CNC(=O)CCc2c(C)nc3c4c(C)cc(C)nc4nn3c2C)c1	.	-15%	.	.	15	1%	.
CC(=O)O[C@@H]1CC2C(C)(C)C(=O)C=C[C@]2(C)C2CC[C@]3(C)C(=CC(=O)[C@@H]3c3ccoc3)[C@@]21C (some centres not stated)	i	-10%[23.9 µM]	.	.	1	.	.
COc1ccccc1-n1c(=O)c(C(=O)NC(C)C)nc2cccnc21	-6%[88.5 µM]	4%[87.6 µM]	-7%[172 µM]	.	-2	19%[87.6 µM]	-21%[138 µM]
CCCCN(CC)C(=O)c1nn(-c2ccc(OC)cc2)c(=O)c2c1c1ccccc1n2C	.	?	.	.	3	-12%	.
Cc1cc(O)c(C(c2ccc(Cl)cc2)N2CCN(c3ccccc3)CC2)c(=O)n1Cc1ccco1 (configuration not stated)	.	-4%	.	.	16	-4%	.
CCOC(=O)C1CCN(C(=O)Cn2ncc3c4ccccc4n(Cc4ccccc4)c3c2=O)CC1	.	3%	.	.	1	-9%	.
Cc1ccc(C(=O)NCc2nnc3ccc(-c4ccc(F)cc4)nn23)c(C)c1	i	-11%	-27%	10%	36	10%	-12%
CCS(=O)(=O)Nc1ccc(C2(C(=O)NC3CCCC3)CCCCC2)cc1	0%	-5%	?	-5%	1	?	-20%
CC(=O)Nc1ccc(S(=O)(=O)N2CCN(c3ccc(C)c(C)c3)CC2)cc1	.	9%	.	.	-10	-13%	.

7 records drawn at random from the list so far:
SMILES	GPT2 inhibitor	SNCA viab count	HEK293 tox	FLuc inh	IP6K1 inhibitor	SNCA expr inhib	3T3 cytotox
CCS(=O)(=O)Nc1ccc(C2(C(=O)NC3CCCC3)CCCCC2)cc1	0%	-5%	?	-5%	1	?	-20%
Cc1ccc(C(=O)NCc2nnc3ccc(-c4ccc(F)cc4)nn23)c(C)c1	i	-11%	-27%	10%	36	10%	-12%
O=C(c1ccccn1)N1CCC2(CC1)NC(=O)N(Cc1ccc(Cl)cc1)C2=O	i	-4%	-6%	7%	7	-2%	-10%
Cc1cc(O)c(C(c2ccc(Cl)cc2)N2CCN(c3ccccc3)CC2)c(=O)n1Cc1ccco1 (configuration not stated)	.	-4%	.	.	16	-4%	.
CC(=O)Nc1ccc(S(=O)(=O)N2CCN(c3ccc(C)c(C)c3)CC2)cc1	.	9%	.	.	-10	-13%	.
Cc1cccc(CN2CC(Oc3cccc(C(=O)NCC4CC4)c3)C2)c1	i	-5%	-8%	2%	12	35%[activator]	-7%
COc1ccccc1-n1c(=O)c(C(=O)NC(C)C)nc2cccnc21	-6%[88.5 µM]	4%[87.6 µM]	-7%[172 µM]	.	-2	19%[87.6 µM]	-21%[138 µM]

Continuation.
SMILES	GPT2 inhibitor	SNCA viab count	HEK293 tox	FLuc inh	IP6K1 inhibitor	SNCA expr inhib	3T3 cytotox
COc1ccc(/C=C/C(=O)Nc2sc3c(c2C(N)=O)CCC(C)C3)cc1OC (configuration not stated)	.	-4%	.	.	20	?	.
CC(=O)/C=C/C=C1/C2CCC(C2)C1(C)C (configuration not stated)	i	-21%[23.9 µM]	.	.	-15	-20%[25.6 µM]	.
CCOc1ncccc1C(=O)N1CCC(Cc2cccc(C(N)=O)c2)C1 (configuration not stated)	i	2%	-5%	7%	-8	12%	-9%
CCN(CC)CC[C@H]1CN(C(=O)C2CC2)CC[C@H]1CC(=O)O	i	27%[87.6 µM]	-27%[172 µM]	-14%[172 µM]	2	23%[87.6 µM]	-23%[138 µM]
COc1ccc(C(=O)N2CCC(n3cc(-c4nc(C)no4)nn3)C2)c(C)c1 (configuration not stated)	i	8%	-5%	13%	10	-12%	-23%
COc1ccc(-c2nc(N3CCOCC3)cc3c2CN(Cc2ccccc2)C3=O)cc1OC	-5%	1%	?	-12%	7	26%	?
CC(C)CN1C(=O)c2ccccc2C(C(=O)Nc2ccc(C(N)=O)cc2)C12CCCC2 (configuration not stated)	-2%	2%	?	0%	19	-14%	?
O=C(O)C1=NOC2CN(Cc3nc4ccccc4s3)CC12 (configuration not stated)	3%[88.5 µM]	3%[87.6 µM]	i	.	-9	42%[activator][87.6 µM]	i
O=C(NCCc1ccccc1F)C1CN(C2CCCCC2)C(=O)N1 (configuration not stated)	i	5%[12.5 µM]	-22%[172 µM]	.	2	1%[87.6 µM]	-26%[138 µM]
COc1ccc(CCc2nc3cc(-c4c(C)noc4C)ccc3n2C[C@H](C)N2CCOCC2)cc1Cl	-1%	-20%	.	.	-24	.	.
O=C(C1CC1)N1CCN(Cc2ccccc2-c2cccnc2)CC1	i	-1%[12.5 µM]	?	.	6	4%[87.6 µM]	?
CN(C)Cc1nnc(C2CC(NC(=O)c3ccn(C)c(=O)c3)C2)n1C (configuration not stated)	-16%	-2%	-1%	8%	6	8%	1%
COCC1CCN(c2ccc(-c3nc(CCCc4ccccc4)no3)cn2)C1 (configuration not stated)	-1%[11.5 µM]	-4%	?	?	-33*	92%[activator]	?
COc1cccc(C(=O)N[C@@H]2CN(c3ccccn3)C[C@H]2CN(C)C)c1	-16%	-9%	-1%	-7%	7	-22%	-2%
CC1=C(C(=O)Nc2ccc(C)cc2C)C(c2ccc(O)cc2)n2nnnc2N1 (configuration not stated)	.	9%	.	.	1	-12%	.
Cc1ccc2oc(C(=O)Nc3ccc(S(=O)(=O)Nc4onc(C)c4C)cc3)cc(=O)c2c1	.	-2%	.	.	-15	-4%	.
Cc1ccc(-n2cc(-c3ccccc3)nc2S(=O)(=O)CC(=O)Nc2ccc(F)cc2)cc1	.	-29%	.	.	9	0%	.
O=[S+]1([O-])NCC2(CCN(Cc3ccccc3)CC2)Oc2ncccc21	1%	-4%	-16%	.	25	-8%	i
Cc1ccc(C(=O)N2CCC[C@H]2c2nc(-c3ccccc3)no2)cc1C	4%	-5%	?	2%	-4	-27%	?
O=C1NCCCCCCN(Cc2ccncc2)[C@@H]2CN(C(=O)CCc3c[nH]c4ccccc34)CC[C@@H]12	i	0%	i	-1%	4	12%	-16%
COc1cccc(N2CC(NC(=O)c3ccco3)CC2=O)c1 (configuration not stated)	.	2%	.	.	-12	4%	.
COc1ccccc1-c1ccc2ncc(Nc3ccc(C(N)=O)cc3)n2n1	-24%[88.5 µM]	0%[87.6 µM]	?	-22%[172 µM]	-10	33%[activator][87.6 µM]	?
Fc1ccc(CN2CC[C@H](c3nnc(-c4ccccc4F)o3)C2)cc1	-13%[88.5 µM]	-13%[87.6 µM]	-27%[172 µM]	-23%[172 µM]	0	38%[activator][87.6 µM]	-21%[138 µM]
Cc1ccc(-c2ccc3nnc(CNC(=O)COc4ccccc4)n3n2)cc1C	i	-5%	?	5%	-5	-7%	-27%
CC(C)N1CCC(N2C[C@H]3OC(=O)N(CCc4cccc(Cl)c4)[C@H]3C2)CC1	i	-16%	i	13%	-12	-25%	-8%
N#Cc1cc2c(=O)n3ccccc3nc2n(-c2nnc(SCc3ccccc3Cl)s2)c1=O	.	8%	.	.	-4	-24%	.
COc1ccc(Cl)cc1C(=O)NC1CCN(c2cc(C(F)(F)F)nc(C)n2)CC1	-5%	-19%	?	0%	2	?	?
CC(C)c1noc(-c2cn(C3CCN(C(=O)Cc4ccc(F)cc4)CC3)nn2)n1	i	2%	-30%	-3%	-8	?	-43%
Cc1noc(C)c1CCCNC(=O)C1CCN(C(=O)N2CC3CC(C2)[C@H]2CCCC(=O)N2C3)CC1 (some centres not stated)	?	13%	-28%	3%	3	-9%	-4%
CCCNC(=O)N1CCC(Oc2ncccc2C(=O)N2CCOCC2)C1 (configuration not stated)	i	7%	-8%	-3%	7	21%	i

Limited to SNCA expr inhib and GPT2 inhibitor (two entries from above):
canonical_smiles	SNCA expr inhib	GPT2 inhibitor
CC(=O)/C=C/C=C1/C2CCC(C2)C1(C)C (configuration not stated)	-20%[25.6 µM]	i
CCOc1ncccc1C(=O)N1CCC(Cc2cccc(C(N)=O)c2)C1 (configuration not stated)	12%	i
